G6PDH CS: L. mesenteroides G6PDH inhibitors, counter-screen for G6PDH-coupled screening assays, biochemical, Leuconostoc mesenteroides enzyme; Purified L. mesenteroides G6PDH, diaphorase/resazurin coupled fluorescence, 45 min; hit rate 0.12% among 200,000; inhibition, % at 5 µM; glucose-6-phosphate dehydrogenase [Leuconostoc mesenteroides]
S1P3 antagonist: S1P3 receptor antagonists, primary screen, cell-based; Sphingosine 1-phosphate receptor 3 (Homo sapiens), Q99500; CHO S1P3 NFAT-BLA reporter, FRET fluorescence, antagonist mode; inhibition, % at 4.98 µM; hit rate 0.27% among 170,000; AID 485, 2006;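 active means inhibition above the plate cutoff, the mean inhibition of test wells on that plate plus 3 SD, cut at about 28% in these data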;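 further: cells challenged with S1P at its EC80 of 0.8 µM; blue over green emission ratio from cleaved BLA substrate after 4 h stimulation; 0% = S1P-stimulated wells and 100% = unstimulated DMSO-only wells; some compounds past the cut are filed as inactive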
Diaph inh CS: diaphorase inhibitors and chemical oxidizers, primary screen, counter-screen for diaphorase-coupled primary assays, biochemical, uHTS, resorufin fluorescence; diaphorase resazurin-to-resorufin fluorescence, NADH, 16 min; bacterial (C. kluyveri) enzyme, not human; hit rate 0.69% among 190,000; inhibition, % at 20 µM;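 active means primary screen inhibition at 20 µM above a set limit, cut at about 50% in these data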;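 further: plate controls were DMSO with full reaction for no effect and wells lacking NADH for full effect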
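System: Bacterial diaphorase enzyme (C. kluyveri) | Incubation: 16-min room-temperature incubation before reading | Benchmarks: No-NADH positive control and DMSO neutral control | Measured by: Resorufin fluorescence 544/590 nm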
Diaph act CS: compounds boosting diaphorase resazurin reduction – biochemical, uHTS, resorufin fluorescence, counter-screen for diaphorase-coupled primary assays, primary screen. Diaphorase/resazurin coupled assay, 16 min; stronger effect = higher value; 1 = vehicle wells, 0 = NADH-free wells. activation factor at 20 µM. hit rate 0.005% among 190,000;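 active means diaphorase activity raised at least twofold by the compound at 20 µM; inactive means activation factor below 2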
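Material: Purified diaphorase enzyme from Clostridium kluyveri | Buffer or medium: 50 mM HEPES pH 7.4 with 4.542 mM MgCl2, 0.005% Tween 20 | Times: 16 min enzyme reaction, ambient temperature | Signal: Red resorufin fluorescence at 544/590 nm excitation/emission | Measure: Increased resorufin signal from activators or reducing compounds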
PMI act hi M6P: human PMI activators, high substrate, primary screen, biochemical, fluorescence intensity, near-saturating mannose 6-phosphate. AID 1216, 2008. hit rate 0.34% among 190,000. coupled PMI enzyme assay, resazurin fluorescence, 20 min; stronger effect = higher value; 1 = untreated enzyme, 0 = substrate-free blank. Mannose-6-phosphate isomerase (Homo sapiens), P34949. activation factor at 20 µM;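 active means activation factor of 2 or more at 20 µM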
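Test system: Human PMI in coupled enzyme assay | Input: 15 ng/mL PMI | Medium: HEPES-buffered pH 7.4 with magnesium and detergent | Compound: One concentration, 20 µM, in 1% DMSO | Incubation: Enzyme reaction with compound 20 min at room temperature | Detection: Diaphorase-driven resazurin-to-resorufin fluorescence, excitation 544, emission 590 nm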
Hsp70 activator: Hsp70 transcriptional activators, primary screen, cell-based, HeLa, Hsp70 promoter luciferase, luminescence, 10 µM | activation, % at 10 µM | hit rate 0.04% among 200,000 | AID 1203, 2008 | HeLa Hsp70 promoter luciferase reporter; scaled: vehicle 0, proteasome-inhibitor control 100%;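 active means activation above the mean across all tested compounds plus 3 SD, cutoff set per campaign, cut at about 5.5% in these data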;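 further: 100% = MG132 at 30 µM as the positive control and 0% = DMSO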
Lmaj promast: Leishmania major promastigote growth inhibition, primary screen; hit rate 9% among 200,000; inhibition, % at 10 µM; Leishmania major promastigotes, resazurin fluorescence viability;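 further: promastigotes grown with compound for 44 hours at 28 °C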
PMI act: activators of human PMI, primary screen, biochemical, fluorescence intensity, near-Km mannose 6-phosphate; purified human PMI, coupled resazurin fluorescence, 20 min; stronger effect = higher value; 1 = vehicle control, 0 substrate-free wells; hit rate 0.005% among 190,000; AID 1214, 2008; activation factor at 20 µM; Mannose-6-phosphate isomerase (Homo sapiens), P34949;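 active means activation factor of 2 or more at 20 µM, relative to plate controls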
Redox H2O2 prof: compounds producing H2O2 with reducing agent – biochemical, NIH compound library profiling, artefact control for MLSCN library redox annotation, primary screen; DTT-dependent redox cycling H2O2, phenol red/HRP absorbance; 100% = 100 µM peroxide control, 0% = buffer; activation, % at 10 µM; hit rate 0.03% among 200,000; AID 878, 2007;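 active means activation of at least 50% relative to the plate's high and low controls in the primary single-dose screen; inactive means activation below 50%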;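 further: compound incubated with DTT at 0.8 mM final as the reducing agent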
RAM network inh: inhibitors of the yeast RAM network, primary screen, dse1pr::URA3 reporter, 5-FOA selection. S. cerevisiae dse1pr::URA3 reporter, 5-FOA growth OD615, 2 d; analog-sensitive cbk1-as2 kinase mutant strain. inhibition, % at 50 µM. hit rate 1.8% among 190,000;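 active means inhibition above a set limit, 3 SD over mean compound inhibition, cut at about 8.4% in these data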;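 further: 0% = DMSO-only wells with no growth and 100% = 10 µM 1-NA-PP1 full growth; inhibition rescues growth on 5-FOA so higher OD means more RAM inhibition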
TLR4-MyD88 BLA: inhibitors of TLR4-MyD88 association in cells, primary screen, cell-based, HeLa CL3-4, BLA complementation, FRET ratio; HeLa CL3-4 TLR4/MyD88 BLA complementation; hit rate 0.18% among 200,000; Toll-like receptor 4 (Homo sapiens) + Myeloid differentiation primary response protein …; inhibition, % at 8.4 µM; in the data active means inhibition above about 25%;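 further: 0% = vehicle and 100% = reference inhibitor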
Target sequence (O00206 whole entry, looked up): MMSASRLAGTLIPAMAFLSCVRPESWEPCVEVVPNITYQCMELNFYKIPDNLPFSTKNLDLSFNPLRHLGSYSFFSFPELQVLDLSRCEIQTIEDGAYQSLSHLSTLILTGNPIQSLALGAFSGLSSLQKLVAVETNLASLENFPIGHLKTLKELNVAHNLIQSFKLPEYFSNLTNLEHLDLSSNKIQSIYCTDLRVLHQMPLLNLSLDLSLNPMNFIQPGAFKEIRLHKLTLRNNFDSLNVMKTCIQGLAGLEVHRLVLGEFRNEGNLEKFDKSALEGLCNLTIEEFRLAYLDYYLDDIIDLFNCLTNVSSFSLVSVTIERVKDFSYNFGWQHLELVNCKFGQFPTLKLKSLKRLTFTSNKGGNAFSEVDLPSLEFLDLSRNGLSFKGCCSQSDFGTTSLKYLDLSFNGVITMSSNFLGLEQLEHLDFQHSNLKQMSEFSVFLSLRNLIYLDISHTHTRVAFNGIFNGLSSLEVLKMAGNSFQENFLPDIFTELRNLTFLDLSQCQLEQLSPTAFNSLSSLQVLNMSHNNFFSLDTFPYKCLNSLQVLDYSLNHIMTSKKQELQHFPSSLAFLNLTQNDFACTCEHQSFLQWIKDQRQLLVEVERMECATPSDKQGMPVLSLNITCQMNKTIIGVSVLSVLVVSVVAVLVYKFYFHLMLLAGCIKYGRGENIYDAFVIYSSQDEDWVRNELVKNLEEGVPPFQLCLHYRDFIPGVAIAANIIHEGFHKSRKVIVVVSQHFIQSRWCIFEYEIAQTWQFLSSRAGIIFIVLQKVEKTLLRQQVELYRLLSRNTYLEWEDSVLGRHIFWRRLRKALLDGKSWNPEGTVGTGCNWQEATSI
Target sequence (Q99836 whole entry, looked up): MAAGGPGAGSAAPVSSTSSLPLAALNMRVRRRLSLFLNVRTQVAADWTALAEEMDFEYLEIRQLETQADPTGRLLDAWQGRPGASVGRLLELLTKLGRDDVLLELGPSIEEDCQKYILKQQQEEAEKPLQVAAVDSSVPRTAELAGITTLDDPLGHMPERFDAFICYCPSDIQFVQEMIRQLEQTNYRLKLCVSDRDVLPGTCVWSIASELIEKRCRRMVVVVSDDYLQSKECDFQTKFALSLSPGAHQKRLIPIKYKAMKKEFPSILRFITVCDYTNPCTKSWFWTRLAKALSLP
Active calls of the source: *; · = not tested or not shown. Unless noted, no stated cut-off is given here; in the data, active means inhibition above about 50%; inactive means the rest.

SMILES	G6PDH CS	S1P3 antagonist	Diaph inh CS	Diaph act CS	PMI act hi M6P	Hsp70 activator	Lmaj promast	PMI act	Redox H2O2 prof	RAM network inh	TLR4-MyD88 BLA
COc1ccc(CCNC(=O)Nc2cccc([N+](=O)[O-])c2)cc1	2.1	-2.6	7.3	0.9	1	-0.2	0.1	1	-1.8	2.1	-0.3
COC(=O)c1ccc(COc2ccc3c(C)c(C)c(=O)oc3c2C)o1	0.8	-13.2	-4.2	1	1	0.0	-2.8	1	-3.2	0.4	13.8
CCOC(=O)C1CCN(c2c(NC3CCCc4ccccc43)c(=O)c2=O)CC1 (stereo unspecified)	3.2	-55.3	13.3	0.9	0.9	-0.1	-2.4	0.8	-0.2	0.9	-22.9
O=C(CCc1ccc(S(=O)(=O)N2CCOCC2)cc1)Oc1ccccc1	5.1	-22.2	15.3	0.8	0.9	-0.5	-3.8	0.9	3.0	1.1	-1.5
CC(=O)Nc1ccc(C(=O)OCc2ccc(Cl)cc2)cc1	9.3	·	18.9	0.8	0.9	-0.3	33.7	0.9	0.1	3.8	-2.8
CCOc1ncccc1C(=O)OCC(=O)Nc1cc(S(=O)(=O)N2CCOCC2)ccc1C	5.1	-17.2	4.5	1	0.9	-0.2	1.2	1	-0.5	1.0	6.5
Cc1ccc(S(=O)(=O)N2CCC(C)CC2)c([N+](=O)[O-])c1	11.7	-12.7	-1.0	1	1	0.0	6.4	1	0.5	-0.5	-8.8
COc1cc(OC)c(C2C(C(=O)N3CCOCC3)=C(C)NC3=C2C(=O)CC(C)(C)C3)cc1OC (stereo unspecified)	-1.4	-27.5	-4.4	1	1.1	0.0	-4.4	1.1	0.1	-1.2	-10.2
O=C1/C(=C/c2ccccc2)N=C(N2CCOCC2)N1c1cccc(Cl)c1	9.2	-1.2	23.9	0.8	1.1	-0.5	1.9	1.2	0.3	1.5	-10.4
COc1ccc(-c2c(N)nnc3c2[nH]c2ccccc23)cc1OC	-0.9	-20.2	6.3	0.9	0.9	-0.2	17.4	1	-2.6	0.3	-3.9
C=CCn1cc(-c2ccccc2)cc(C#N)c1=O	-0.2	·	9.3	0.9	1	-0.1	-0.4	1	0.3	1.2	-2.5
Cc1cc(C)c(S(=O)(=O)N2C=CC(C(F)(F)F)=NCC2)c(C)c1	9.9	·	8.3	0.9	1	-0.6	2.7	0.9	0.0	0.8	-6.7
O=S(=O)(Nc1nc2ccccc2s1)c1ccc(Cl)s1	3.1	·	9.2	0.9	1.1	0.2	-1.0	1	0.6	0.6	-6.1
CCOc1ccc(N(C(C)=O)c2nc(C)cc(C)c2C#N)cc1	2.2	·	3.4	1	1.1	-0.6	-5.8	1	0.5	-0.1	-3.2
COc1ccc(NS(=O)(=O)c2cc(NC(=O)Cn3cnc4c3c(=O)n(C)c(=O)n4C)ccc2C)cc1	3.2	-8.4	5.3	0.9	0.9	-0.2	1.9	1	-0.3	2.3	11.3
COc1ccc2[nH]c(C)c(CCNC(=S)Nc3cc(C)ccc3C)c2c1	16.6	5.9	7.5	0.9	0.8	0.0	-2.1	0.9	0.3	3.4	15.2
COC(=O)c1ccc(NC(=O)c2ccccc2NS(C)(=O)=O)cc1	0.4	12.9	11.6	0.9	0.9	-0.3	-5.7	0.9	2.7	0.6	0.2
Cc1ccc(OCC(=O)c2c[nH]c3ccccc23)c([N+](=O)[O-])n1	7.6	-1.9	4.3	1	0.9	-0.1	1.8	1.1	-2.8	4.9	10.8
COc1ccc(-n2nc(C(=O)N3CCN(c4ccc(F)cc4)CC3)c3ccccc3c2=O)c(OC)c1	2.0	-26.3	6.0	0.9	1	-0.1	1.8	0.9	-2.6	1.4	9.6
CCOC(=O)N1CCN(C(=O)c2ccc(OC)c(OC)c2)CC1	9.5	·	27.1	0.7	0.6	-0.2	0.3	0.9	1.1	2.2	-6.3
O=C(NCc1ccc(F)cc1)c1cc2c(s1)CCCC2	-1.7	·	11.3	0.9	1	-0.3	2.4	1	-0.1	0.7	-4.1
Cc1ccc(Oc2nc3ccccc3n3c(C)nnc23)c(C)c1	-12.1	·	6.6	0.9	0.9	-0.1	-2.0	0.9	-6.8	0.4	10.8
CC(NC(=O)C1CCC1)c1ccc(Cl)cc1 (stereo unspecified)	2.5	-0.5	8.7	0.9	1	-0.2	11.6	1	0.3	2.2	12.8
Cc1cnc(CN2CCCC(C(=O)c3ccc4c5c(cccc35)CC4)C2)[nH]1 (stereo unspecified)	16.7	-1.8	14.5	0.9	0.8	-0.1	98.7*	0.8	0.1	1.9	-11.7

3 compounds already listed, sorted by their value in RAM network inh, lowest first.
| Compound | RAM network inh |
| --- | --- |
| COc1ccc(-n2nc(C(=O)N3CCN(c4ccc(F)cc4)CC3)c3ccccc3c2=O)c(OC)c1 | 1.4 |
| Cc1cnc(CN2CCCC(C(=O)c3ccc4c5c(cccc35)CC4)C2)[nH]1 (stereo unspecified) | 1.9 |
| CC(NC(=O)C1CCC1)c1ccc(Cl)cc1 (stereo unspecified) | 2.2 |

Arranged by number of heavy atoms (smallest number first): some entries from above
SMILES	G6PDH CS	S1P3 antagonist	Diaph inh CS	Diaph act CS	PMI act hi M6P	Hsp70 activator	Lmaj promast	PMI act	Redox H2O2 prof	RAM network inh	TLR4-MyD88 BLA
CC(NC(=O)C1CCC1)c1ccc(Cl)cc1 (stereo unspecified)	2.5	-0.5	8.7	0.9	1	-0.2	11.6	1	0.3	2.2	12.8
C=CCn1cc(-c2ccccc2)cc(C#N)c1=O	-0.2	·	9.3	0.9	1	-0.1	-0.4	1	0.3	1.2	-2.5
Cc1ccc(S(=O)(=O)N2CCC(C)CC2)c([N+](=O)[O-])c1	11.7	-12.7	-1.0	1	1	0.0	6.4	1	0.5	-0.5	-8.8
CC(=O)Nc1ccc(C(=O)OCc2ccc(Cl)cc2)cc1	9.3	·	18.9	0.8	0.9	-0.3	33.7	0.9	0.1	3.8	-2.8
CCOc1ccc(N(C(C)=O)c2nc(C)cc(C)c2C#N)cc1	2.2	·	3.4	1	1.1	-0.6	-5.8	1	0.5	-0.1	-3.2
COc1ccc(-c2c(N)nnc3c2[nH]c2ccccc23)cc1OC	-0.9	-20.2	6.3	0.9	0.9	-0.2	17.4	1	-2.6	0.3	-3.9
COC(=O)c1ccc(COc2ccc3c(C)c(C)c(=O)oc3c2C)o1	0.8	-13.2	-4.2	1	1	0.0	-2.8	1	-3.2	0.4	13.8
O=C1/C(=C/c2ccccc2)N=C(N2CCOCC2)N1c1cccc(Cl)c1	9.2	-1.2	23.9	0.8	1.1	-0.5	1.9	1.2	0.3	1.5	-10.4
Cc1cnc(CN2CCCC(C(=O)c3ccc4c5c(cccc35)CC4)C2)[nH]1 (stereo unspecified)	16.7	-1.8	14.5	0.9	0.8	-0.1	98.7*	0.8	0.1	1.9	-11.7
CCOC(=O)C1CCN(c2c(NC3CCCc4ccccc43)c(=O)c2=O)CC1 (stereo unspecified)	3.2	-55.3	13.3	0.9	0.9	-0.1	-2.4	0.8	-0.2	0.9	-22.9
COc1cc(OC)c(C2C(C(=O)N3CCOCC3)=C(C)NC3=C2C(=O)CC(C)(C)C3)cc1OC (stereo unspecified)	-1.4	-27.5	-4.4	1	1.1	0.0	-4.4	1.1	0.1	-1.2	-10.2
COc1ccc(NS(=O)(=O)c2cc(NC(=O)Cn3cnc4c3c(=O)n(C)c(=O)n4C)ccc2C)cc1	3.2	-8.4	5.3	0.9	0.9	-0.2	1.9	1	-0.3	2.3	11.3

Compounds as they come. Share with any hit: about 12%.
